GalR3 antag: human GalR3 antagonism | O60755 | HEK293 GalR3-CNG cAMP membrane potential fluorescence; galR3 body fused to GalR1 C-terminus | inhibition, % at 3 µM | 0.44% of 360,000 active | AID 651719;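 active = inhibition above the screen-wide average plus 3 SD, cut at about 13% in these data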;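 also: forskolin and galanin both at EC90 stimulate the cells; cAMP rise reported by CNG channel membrane potential dye signal; 0% = forskolin plus galanin with DMSO and 100% = forskolin alone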
Target sequence (O60755 1-299 limits assumed): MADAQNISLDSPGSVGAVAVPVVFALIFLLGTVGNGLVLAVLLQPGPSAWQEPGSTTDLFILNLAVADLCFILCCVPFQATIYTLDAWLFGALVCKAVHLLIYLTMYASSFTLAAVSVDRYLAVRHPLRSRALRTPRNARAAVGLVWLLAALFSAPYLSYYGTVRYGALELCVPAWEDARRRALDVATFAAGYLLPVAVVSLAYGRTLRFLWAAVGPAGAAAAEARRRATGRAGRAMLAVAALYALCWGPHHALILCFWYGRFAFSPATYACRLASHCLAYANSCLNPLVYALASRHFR
CRFBP-R2 block: CRF-BP/CRF-R2 complex antagonism. 0.59% of 350,000 active. inhibition, % at 11.8 µM. HEK293 CRF-R2/CRF-BP, CRF-induced calcium fluorescence. AID 588475;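 active = inhibition of the ligand-induced calcium signal above about 50% at the single tested concentration, limit read from the data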
CRFBP-R2 agonist: agonists of human CRF-binding protein/CRF-R2 receptor complex; HEK293 CRF-R2/CRF-BP, calcium dye fluorescence (FLIPR); percent of saturating CRF peptide response; activation, % at 13.2 µM; 0.46% of 350,000 active; AID 588473;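 active = activation of at least 50%, plus an integration ratio under a set limit after plate pattern correction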;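 also: plate controls were neutral control wells without compound for no effect and CRF at EC100 for full effect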
* marks the source's active call; other numbers are inactive results. Some of the compounds tested, so the mix of outcomes need not match the whole.

Screening C[C@H](CO)N1C[C@H](C)[C@H](CN(C)C(=O)Nc2ccccc2)OCc2cnnn2CCCC1=O returned GalR3 antag -4, CRFBP-R2 block 12 and CRFBP-R2 agonist 0.1.
`CN(CC(=O)Nc1ccc(Cl)c(C(F)(F)F)c1)C(=O)C1CSC2(C)CCC(=O)N12` (centres undefined) gave GalR3 antag -3, CRFBP-R2 block -5 and CRFBP-R2 agonist 0.1.
Screening COc1ccc(CNC(=O)C2CCCC2)cc1 returned GalR3 antag -1, CRFBP-R2 block 5 and CRFBP-R2 agonist 0.2.
COc1ccc(C(=O)N2C=Cc3ccccc3C2C#N)cc1 (centres undefined) was read as GalR3 antag -5, CRFBP-R2 block 33 and CRFBP-R2 agonist -0.8.
COc1ccc([C@H]2CC(=O)C=C(c3cc(C(F)(F)F)cc(C(F)(F)F)c3)C2)cc1 was read as GalR3 antag -4, CRFBP-R2 block -15 and CRFBP-R2 agonist 4.7.
`Cc1ccc([C@H]2N[C@]3(CCCN(Cc4ccco4)C3=O)[C@H]3C(=O)N(Cc4ccccc4)C(=O)[C@@H]23)cc1` gave GalR3 antag -2, CRFBP-R2 block 3 and CRFBP-R2 agonist 1.6.
Cc1ccc2c(c1)S(=O)(=O)c1ccc3ccccc3c1N2 was read as GalR3 antag -1, CRFBP-R2 block 11 and CRFBP-R2 agonist -0.4.
CSc1nc(N)nc2c1ncn2CC(=O)NCC(c1ccccc1)c1ccccc1 was read as GalR3 antag 0, CRFBP-R2 block -1 and CRFBP-R2 agonist -2.4.
Screening CC(OC(=O)c1cccc(O)c1)C(=O)N(C)Cc1ccccc1 (centres undefined) returned GalR3 antag -4, CRFBP-R2 block -2 and CRFBP-R2 agonist 1.3.
`Cc1nc(N/N=C/c2cccnc2)cc(N2CCOCC2)n1` gave GalR3 antag -3, CRFBP-R2 block -7 and CRFBP-R2 agonist 1.3.
Screening O=[N+]([O-])c1ccc(N2CCOCC2)c([N+](=O)[O-])c1 returned GalR3 antag -5, CRFBP-R2 block 8 and CRFBP-R2 agonist -5.0.
`COc1cc(NS(=O)(=O)c2ccc(NC(=S)NC(C)=O)cc2)nc(OC)n1` gave GalR3 antag -2, CRFBP-R2 block -1 and CRFBP-R2 agonist -1.2.
`COC(=O)c1ccc(NC(=O)CSc2nc3[nH]ncc3c(=O)[nH]2)cc1` gave GalR3 antag 1, CRFBP-R2 block 5 and CRFBP-R2 agonist -0.2.
CCCN(C(=O)COC(=O)c1nc2nc(C)cc(C)n2n1)C1CCS(=O)(=O)C1 (centres undefined) was read as GalR3 antag -3, CRFBP-R2 block 7 and CRFBP-R2 agonist 0.2.
For CC1(C)OC(=O)C2=C(CC(c3ccccc3)OC2CCc2ccccc2)O1 (centres undefined) the results were GalR3 antag -8, CRFBP-R2 block -1 and CRFBP-R2 agonist 5.7.
O=C1NC(=O)C(=Cc2ccc(Cl)c(Cl)c2)S1 was read as GalR3 antag -3, CRFBP-R2 block 37 and CRFBP-R2 agonist 0.5.
For Cc1ccnc(NC(=O)c2ccc(S(=O)(=O)N3CCCC3)cc2)c1 the results were GalR3 antag -6, CRFBP-R2 block 10 and CRFBP-R2 agonist -1.6.
Screening O=C(CN1c2cccc3cccc(c23)S1(=O)=O)Nc1ccccc1Br returned GalR3 antag -8, CRFBP-R2 block 6 and CRFBP-R2 agonist 0.7.
`C[C@@H]1CN([C@@H](C)CO)C(=O)c2cc(NC(=O)c3ccccc3)ccc2O[C@@H](C)CCCCO[C@@H]1CN(C)S(=O)(=O)c1ccc(F)cc1` gave GalR3 antag -8, CRFBP-R2 block -3 and CRFBP-R2 agonist 5.6.
COc1ccc(N2CCN(C(=O)[C@H](C)N3C(=O)C4CC=CCC4C3=O)CC2)cc1 (some centres undefined) was read as GalR3 antag -6, CRFBP-R2 block 31 and CRFBP-R2 agonist 0.5.
Screening O=C(COC(=O)c1cc(S(=O)(=O)N2CCOCC2)ccc1Cl)NC1CCCCC1 returned GalR3 antag -4, CRFBP-R2 block 15 and CRFBP-R2 agonist -2.6.
For CC(C)c1ccc(Oc2cccc3c2S(=O)(=O)N(C2CCCC2)CC(COCc2ccccc2)O3)cc1 (centres undefined) the results were GalR3 antag -3, CRFBP-R2 block -6 and CRFBP-R2 agonist 9.7.
Screening O=C(NCC(c1cccs1)N1CCc2ccccc21)c1ccccc1 (centres undefined) returned GalR3 antag -4, CRFBP-R2 block -5 and CRFBP-R2 agonist 2.0.
For N#Cc1ccc(OC(=O)C2CCN(C3=NS(=O)(=O)c4ccccc43)CC2)cc1 the results were GalR3 antag -3, CRFBP-R2 block 0 and CRFBP-R2 agonist -0.4.

6 structures already listed, ordered by SMILES length, smallest number first:
Screening O=C(NCC(c1cccs1)N1CCc2ccccc21)c1ccccc1 (centres undefined) returned GalR3 antag -4, CRFBP-R2 block -5 and CRFBP-R2 agonist 2.0.
For Cc1ccnc(NC(=O)c2ccc(S(=O)(=O)N3CCCC3)cc2)c1 the results were GalR3 antag -6, CRFBP-R2 block 10 and CRFBP-R2 agonist -1.6.
For N#Cc1ccc(OC(=O)C2CCN(C3=NS(=O)(=O)c4ccccc43)CC2)cc1 the results were GalR3 antag -3, CRFBP-R2 block 0 and CRFBP-R2 agonist -0.4.
COc1ccc(N2CCN(C(=O)[C@H](C)N3C(=O)C4CC=CCC4C3=O)CC2)cc1 (some centres undefined) was read as GalR3 antag -6, CRFBP-R2 block 31 and CRFBP-R2 agonist 0.5.
For CC(C)c1ccc(Oc2cccc3c2S(=O)(=O)N(C2CCCC2)CC(COCc2ccccc2)O3)cc1 (centres undefined) the results were GalR3 antag -3, CRFBP-R2 block -6 and CRFBP-R2 agonist 9.7.
`C[C@@H]1CN([C@@H](C)CO)C(=O)c2cc(NC(=O)c3ccccc3)ccc2O[C@@H](C)CCCCO[C@@H]1CN(C)S(=O)(=O)c1ccc(F)cc1` gave GalR3 antag -8, CRFBP-R2 block -3 and CRFBP-R2 agonist 5.6.

The list goes on:
CCN(CC)C(=O)C1=C(C)N(CCCOC)C(=O)C(CC(=O)NC2CC2)C1 (centres undefined) was read as GalR3 antag 6, CRFBP-R2 block -17 and CRFBP-R2 agonist 17.
Screening CC[C@]12c3[nH]c4ccccc4c3CCN1C(=O)C(CC(=O)NC/C=C(\C)CCC=C(C)C)C[C@@H]2C(=O)N1CCN(C(=O)c2ccco2)CC1 (some centres undefined) returned GalR3 antag -5, CRFBP-R2 block 23 and CRFBP-R2 agonist 2.5.
`CCCC(=O)Nc1cc(OC)c(NC(=S)Nc2cccc(C)c2)cc1OC` gave GalR3 antag -2, CRFBP-R2 block -3 and CRFBP-R2 agonist -1.2.
Screening C=CCN(c1ccc(F)cc1)S(=O)(=O)c1cc(C(=O)NC2CC2)ccc1Cl returned GalR3 antag -6, CRFBP-R2 block 36 and CRFBP-R2 agonist -1.5.
`CCc1noc(C)c1C(=O)Oc1ccc(N(C)S(=O)(=O)c2ccc(C)c(C)c2)cc1` gave GalR3 antag 5, CRFBP-R2 block -1 and CRFBP-R2 agonist 4.5.
Screening O=S(=O)(c1cccc(F)c1)N1CCN(c2nc(-c3cccnc3)nc3ccccc23)CC1 returned GalR3 antag -6, CRFBP-R2 block -15 and CRFBP-R2 agonist 0.1.
Cc1sc2nc(SCC(=O)Nc3cccc(S(N)(=O)=O)c3)[nH]c(=O)c2c1C was read as GalR3 antag 1, CRFBP-R2 block 9 and CRFBP-R2 agonist -0.9.
For O=S(=O)(c1ccc(N2CCN(CCO)CC2)nc1)N1CCOCC1 the results were GalR3 antag -4, CRFBP-R2 block 10 and CRFBP-R2 agonist 0.1.
C=CC[C@@H](CC(=O)N(CCO)Cc1ccccc1)C(=O)N[C@@H](C)COC(=O)[C@@H](CC=C)CC(=O)OC(C)(C)C was read as GalR3 antag -4, CRFBP-R2 block 1 and CRFBP-R2 agonist -2.5.
For Cc1ccc(-c2cc(C(=O)N3CCN(c4ccc(O)cc4)CC3)c3ccccc3n2)cc1 the results were GalR3 antag -5, CRFBP-R2 block -4 and CRFBP-R2 agonist 0.5.
For C#CCOCCOCCOCCNc1nc(N2CCOCC2)nc(N2CCN(C(=O)[C@H](CC(N)=O)n3cc([C@@H](N)C(C)C)nn3)CC2)n1 the results were GalR3 antag -4, CRFBP-R2 block -4 and CRFBP-R2 agonist -0.4.
Screening COc1ccc(CNC(=O)CSC(=S)N2CCCC2)cc1 returned GalR3 antag -3, CRFBP-R2 block -3 and CRFBP-R2 agonist -1.4.
For CSc1ncccc1C(=O)OCCCC(=O)c1ccc(F)cc1 the results were GalR3 antag -7, CRFBP-R2 block 7 and CRFBP-R2 agonist 1.3.
Screening COc1ccccc1C(=O)NCC(=O)OCC(=O)Nc1nnc(-c2ccccc2)o1 returned GalR3 antag -6, CRFBP-R2 block 9 and CRFBP-R2 agonist 2.6.
`Cn1c(CC(=O)NNC(=O)c2ccc(F)cc2Cl)nc2ccccc21` gave GalR3 antag -1, CRFBP-R2 block -10 and CRFBP-R2 agonist 0.0.
`Cc1nn(C)c(C)c1NC(=O)COc1ccc(Cl)cc1` gave GalR3 antag -7, CRFBP-R2 block 1 and CRFBP-R2 agonist 2.1.
`CCc1ccc(OCc2nnc(-c3ccccc3Br)o2)cc1` gave GalR3 antag -4, CRFBP-R2 block 1 and CRFBP-R2 agonist 0.3.
CC1CCN(S(=O)(=O)c2ccc(C(=O)NC3CCS(=O)(=O)C3)cc2)CC1 (centres undefined) was read as GalR3 antag -1, CRFBP-R2 block -12 and CRFBP-R2 agonist 2.5.
`CN(C(=O)COC(=O)CNC(=O)C1CCCCC1)c1ccccc1` gave GalR3 antag -3, CRFBP-R2 block 3 and CRFBP-R2 agonist -0.1.
For CN(CC(=O)Nc1cccc(F)c1)CC(=O)Nc1cccc(S(=O)(=O)N(C)c2ccccc2)c1 the results were GalR3 antag -3, CRFBP-R2 block 6 and CRFBP-R2 agonist -1.0.
CC(C)COc1ccc(C(=O)OCC(=O)NCc2cccs2)cc1 was read as GalR3 antag -3, CRFBP-R2 block 1 and CRFBP-R2 agonist -5.0.
`COCc1ccc(C(=O)OC(C)C(=O)Nc2c(C)n(C)n(-c3ccccc3)c2=O)cc1` (centres undefined) gave GalR3 antag -4, CRFBP-R2 block 0 and CRFBP-R2 agonist -0.9.
Cc1ccc(S(=O)(=O)N2CCN(C(=O)COC(=O)CCOc3ccccc3C)CC2)cc1 was read as GalR3 antag -6, CRFBP-R2 block 8 and CRFBP-R2 agonist 2.0.
For CCC(NC(=O)C1CCCC1)c1ccccc1 (centres undefined) the results were GalR3 antag -5, CRFBP-R2 block 1 and CRFBP-R2 agonist 1.8.
`COc1ccccc1C(=O)NCCC(=O)NCC(c1ccco1)N1CCCC1` (centres undefined) gave GalR3 antag -4, CRFBP-R2 block -9 and CRFBP-R2 agonist 0.3.
For Cc1ccnc(NC(=O)c2cccc(S(=O)(=O)Nc3ccc(C)cc3C)c2)c1 the results were GalR3 antag 1, CRFBP-R2 block 13 and CRFBP-R2 agonist -1.7.
CC(=O)Nc1ccc(NC(=O)C(C)Sc2nc3nc(C)cc(C)n3n2)cc1 (centres undefined) was read as GalR3 antag -2, CRFBP-R2 block -15 and CRFBP-R2 agonist 1.8.
For COc1ccccc1S(=O)(=O)N(C)C[C@@H]1OCc2cnnn2CCCC(=O)N([C@H](C)CO)C[C@H]1C the results were GalR3 antag -3, CRFBP-R2 block -10 and CRFBP-R2 agonist 1.4.
COc1cc([C@@H]2CC=C(C(=O)O)[C@H](c3cccc(Cl)c3)N2S(=O)(=O)c2ccc(C)cc2)cc(OC)c1OC was read as GalR3 antag -1, CRFBP-R2 block -1 and CRFBP-R2 agonist -1.1.
Screening CSc1ccccc1C(=O)OCC(=O)Nc1cccnc1Cl returned GalR3 antag -3, CRFBP-R2 block 5 and CRFBP-R2 agonist -0.9.
Screening O=C(COC(=O)c1cccc(S(=O)(=O)N2CCCCC2)c1)NC1CCCCC1 returned GalR3 antag -6, CRFBP-R2 block -13 and CRFBP-R2 agonist -0.9.
For O=c1cc(Cl)nc2ccccn12 the results were GalR3 antag -1, CRFBP-R2 block -8 and CRFBP-R2 agonist -1.9.
For COc1cccc2c1oc1c(SCc3nc4ccccc4[nH]3)nc(C)nc12 the results were GalR3 antag -3, CRFBP-R2 block -1 and CRFBP-R2 agonist 1.5.
For CC1CCCN(CC(=O)Nc2cc(S(=O)(=O)N3CCOCC3)ccc2N2CCCC2)C1 (centres undefined) the results were GalR3 antag -5, CRFBP-R2 block -2 and CRFBP-R2 agonist -4.4.
For Cc1cccc(C)c1OCc1cn(CC(=O)c2ccc(O)cc2)nn1 the results were GalR3 antag -6, CRFBP-R2 block 34 and CRFBP-R2 agonist 1.5.
COc1ccc(-c2cc3ccccc3oc2=O)cc1 was read as GalR3 antag -7, CRFBP-R2 block -6 and CRFBP-R2 agonist -2.4.
Screening Cc1ccc(C(=O)OC(C)C(=O)NC(C)CCc2ccccc2)o1 (centres undefined) returned GalR3 antag 0, CRFBP-R2 block 3 and CRFBP-R2 agonist -2.0.
Screening COc1ccc(-c2cc3cc4c(cc3cn2)OCO4)cc1 returned GalR3 antag -5, CRFBP-R2 block 5 and CRFBP-R2 agonist 1.5.
`O=C(CSc1nc2ccccc2c(=O)n1-c1ccccc1F)N1CCOCC1` gave GalR3 antag -7, CRFBP-R2 block 10 and CRFBP-R2 agonist -2.7.
Screening COc1ccc(-c2cccc(NS(=O)(=O)c3ccc([N+](=O)[O-])cc3)c2)nn1 returned GalR3 antag 3, CRFBP-R2 block 5 and CRFBP-R2 agonist 0.8.
